# CRFBP-R2 block – blocks CRF-induced signaling of the CRF-BP/CRF-R2 complex | HEK293 CRF-R2/CRF-BP, CRF-induced calcium fluorescence | inhibition, % at 11.8 µM | 350,000 tested, 0.59% active | AID 588475;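 active = inhibition of the ligand-induced calcium signal above about 50% at the single tested concentration, limit read from the data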
# M4 antag – antagonists of human muscarinic M4 receptor (CHRM4); AID 624125; CHO-hM4 cells, ACh EC80, Fluo-8 calcium fluorescence; inhibition, % at 3 µM; P08173; 360,000 tested, 0.73% active;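 active = inhibition above its plate's cutoff, the mean inhibition of sample wells plus 3 SD, cut at about 27% in these data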;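 also: 0% = acetylcholine EC80 with DMSO and 100% = DMSO without agonist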
# CHRM5 antagonist – blocks acetylcholine activation of human M5 receptor | P08912 | CHO-hM5 cells, Fluo-8 calcium fluorescence, ACh EC80 | inhibition, % at 3 µM | 360,000 tested, 0.59% active | AID 624040;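 active = inhibition above a per-plate cutoff, the mean of that plate's test compounds plus 3 SD, cut at about 27% in these data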;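 also: 0% = acetylcholine EC80 with DMSO and 100% = DMSO without agonist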
# Target sequence (P08912 whole entry, looked up): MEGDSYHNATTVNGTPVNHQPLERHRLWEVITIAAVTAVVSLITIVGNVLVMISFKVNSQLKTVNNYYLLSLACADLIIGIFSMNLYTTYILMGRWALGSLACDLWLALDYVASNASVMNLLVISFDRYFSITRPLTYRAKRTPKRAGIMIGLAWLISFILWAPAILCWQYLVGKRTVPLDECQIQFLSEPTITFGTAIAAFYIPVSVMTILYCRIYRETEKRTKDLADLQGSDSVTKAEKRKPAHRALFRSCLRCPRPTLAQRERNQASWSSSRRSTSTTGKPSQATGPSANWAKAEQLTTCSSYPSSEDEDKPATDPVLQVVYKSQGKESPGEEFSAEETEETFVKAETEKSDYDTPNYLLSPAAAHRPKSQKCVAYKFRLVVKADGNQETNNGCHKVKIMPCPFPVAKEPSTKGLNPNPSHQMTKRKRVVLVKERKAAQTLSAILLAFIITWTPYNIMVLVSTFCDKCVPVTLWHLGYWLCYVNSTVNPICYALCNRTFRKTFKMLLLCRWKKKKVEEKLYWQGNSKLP
# CHRM4 PAM – potentiates acetylcholine response at human M4 receptor; CHO-K1 hM4/Gqi5, Fluo-8 calcium fluorescence, ACh EC20; 0% = ACh EC20, 100% = maximal ACh; activation, % at 3 µM; 360,000 tested, 0.4% active; AID 624126;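 active = activation above its plate's cutoff, the mean activation of sample wells plus 3 SD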; also: some results filed as inactive read as strong as hits
# CHRM5 agonist – agonists of human muscarinic M5 receptor (CHRM5); 360,000 tested, 0.19% active; P08912; CHO-K1 hM5 cells, Fluo-8 calcium fluorescence; 0% DMSO wells, 100% maximal acetylcholine response; activation, % at 3 µM;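 active = activation above the run's mean over test compounds plus 3 SD, cut at about 23% in these data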;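 also: signal is peak over basal fluorescence ratio across the kinetic read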
# CRFBP-R2 agonist – agonists of human CRF-binding protein/CRF-R2 receptor complex; 350,000 tested, 0.46% active; HEK293 CRF-R2/CRF-BP, calcium dye fluorescence (FLIPR); percent of saturating CRF peptide response; AID 588473; activation, % at 13.2 µM;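 active = activation of at least 50%, plus an integration ratio under a set limit after plate pattern correction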;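 also: plate controls were neutral control wells without compound for no effect and CRF at EC100 for full effect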
# M1 PAM – positive allosteric modulators of human M1 muscarinic receptor; P11229; CHO-K1 hM1, Fluo-8 calcium fluorescence, ACh EC20; 0% = ACh EC20, 100% = maximal ACh; activation, % at 3 µM; 360,000 tested, 0.088% active; in the data active = activation above about 19%, passing the limit was not always enough
# Target sequence (P11229 whole entry, looked up): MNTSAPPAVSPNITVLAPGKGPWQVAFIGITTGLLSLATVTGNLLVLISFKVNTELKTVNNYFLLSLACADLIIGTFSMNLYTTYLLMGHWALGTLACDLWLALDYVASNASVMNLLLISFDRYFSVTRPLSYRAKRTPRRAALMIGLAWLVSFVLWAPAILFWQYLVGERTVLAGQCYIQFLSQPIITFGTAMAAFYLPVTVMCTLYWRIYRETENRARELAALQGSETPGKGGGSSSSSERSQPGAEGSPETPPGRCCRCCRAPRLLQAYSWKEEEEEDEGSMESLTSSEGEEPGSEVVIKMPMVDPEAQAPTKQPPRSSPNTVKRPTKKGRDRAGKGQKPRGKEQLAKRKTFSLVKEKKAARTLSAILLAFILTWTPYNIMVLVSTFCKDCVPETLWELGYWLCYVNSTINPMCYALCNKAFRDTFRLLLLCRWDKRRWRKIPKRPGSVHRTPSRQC
# CHRM5 PAM – CHRM5 positive allosteric modulation; 360,000 tested, 0.3% active; activation, % at 3 µM; P08912; CHO-K1 hM5, Fluo-8 calcium, ACh EC20 PAM; 0% = ACh EC20, 100% = ACh EC100; AID 624038;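 active = activation above the run cutoff, the mean activation of all test compounds plus 3 SD, cut at about 18% in these data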
#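 System: CHO-K1 cell line with stable human muscarinic M5 receptor expression | Also added: EC20 acetylcholine as agonist stimulus | Compound: One concentration, 3 µM final (nominal) | Timing: Fluo-8 loading 80 min at 37 °C plus 30 min room temperature | Measured by: Fluo-8 calcium dye fluorescence, kinetic read | Read-out basis: % activation, ACh-normalized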
# CHRM4 agonist – CHRM4 agonism in calcium assay; CHO-K1 hM4/Gqi5, Fluo-8 calcium fluorescence; vehicle 0%, full acetylcholine response 100%; activation, % at 3 µM; 360,000 tested, 0.14% active; P08173; AID 624127;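 active = activation above the run mean over all test wells plus 3 SD, cut at about 32% in these data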;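 also: peak over basal fluorescence ratio per well then scaled between controls; 0% = DMSO wells and 100% = acetylcholine at EC100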
# Numbers without * were called inactive; . = not tested or not shown.
no. | SMILES | CRFBP-R2 block | M4 antag | CHRM5 antagonist | CHRM4 PAM | CHRM5 agonist | CRFBP-R2 agonist | M1 PAM | CHRM5 PAM | CHRM4 agonist
1 | COCC(=O)N/N=C\c1ccccc1OC/C=C/c1ccccc1 | 1 | -7 | -4 | -3 | -3 | -1.2 | -4 | -6 | 5
2 | CN1C(CC(=O)c2ccccc2)CCCC1CC(O)c1ccccc1 (stereo unspecified) | -5 | 5 | 9 | -10 | -6 | -2.1 | -10 | -10 | 2
3 | CCOC(=O)/C(=N\Nc1ccccc1Cl)N(C)C1CCS(=O)(=O)C1 (stereo unspecified) | -12 | 0 | 14 | -9 | -2 | 0.7 | -6 | -8 | 0
4 | O=C(O)c1cc(NCc2c(F)cccc2Cl)ccc1N1CCOCC1 | -7 | -8 | -1 | 12 | 0 | -0.6 | 5 | 2 | 2
5 | N#CC1(c2ccccc2)CCCN1C(=O)c1ccccc1Br (stereo unspecified) | 2 | -5 | -10 | 1 | -3 | -0.4 | 3 | 2 | 0
6 | CCOC(=O)C1(Cc2cccc(OC)c2)CCCN(C(=O)CNC(C)=O)C1 (stereo unspecified) | -1 | -1 | 14 | -2 | -3 | -1.6 | 5 | -1 | 1
7 | CC1(C)CC(=O)C=C(Nc2cccc(O)c2)C1 | 14 | 5 | 3 | 0 | -1 | -0.5 | 5 | -2 | 1
8 | COc1ccc(S(=O)(=O)N2CCOCC2)cc1NC(=O)COC(=O)c1ccc([N+](=O)[O-])s1 | 3 | -7 | 12 | 3 | 1 | -4.0 | 6 | -8 | 5
9 | Cc1ccc(C(OC(=O)c2ccco2)C(=O)NCc2cccs2)cc1 (stereo unspecified) | 27 | -7 | -2 | 7 | 0 | -4.1 | 11 | 3 | 2
10 | CN(C)c1ccc(C2NCCS2)cc1 (stereo unspecified) | -2 | 9 | -6 | -13 | -2 | -0.4 | -1 | 4 | 0
11 | O=C(Cc1ccc(Cl)cc1)Nc1ccccn1 | 6 | -14 | -6 | 0 | 0 | 0.9 | 4 | -1 | 1
12 | COc1ccc2c(c1)nc(SCC(O)c1ccccc1)n2C (stereo unspecified) | 1 | -5 | 9 | -17 | 2 | -3.6 | -8 | -8 | 23
13 | O=C1Cc2ccccc2C(c2ccc(Cl)cc2)N1 (stereo unspecified) | -2 | 11 | 6 | -12 | 0 | 0.0 | 0 | -6 | 2
14 | CCN1CCc2nc3ccccc3c(C(=O)Nc3ccc(C#N)cc3)c2C1 | 2 | 9 | 10 | -9 | -5 | 1.3 | -5 | -3 | 1
15 | COc1cc(C=C(C#N)C(=O)c2ccccc2)cc(OC)c1OC | . | 5 | 4 | 4 | -1 | . | 11 | -1 | 0
16 | O=[N+]([O-])c1ccc(Cl)c(/C=N/N2CCN(C3c4ccccc4-c4ccccc43)CC2)c1 | -21 | -5 | 5 | 3 | 2 | -2.4 | 4 | 5 | 0
17 | COc1cc2c(cc1OC)C(C(=O)N1CCN(c3ccccn3)CC1)C(c1cccs1)N(C)C2=O (stereo unspecified) | -22 | 4 | -1 | 9 | -2 | -1.6 | 2 | 2 | 0
18 | O=C(CCS(=O)(=O)c1ccccc1)Nc1ccccn1 | -6 | -10 | 1 | 2 | 0 | -1.0 | 10 | 2 | 2
19 | COc1cccc(C(=O)NCC(=O)N2CCC(C)CC2)c1 | -2 | 3 | -7 | 10 | 5 | -2.4 | 12 | 4 | 1
20 | Cc1ccc(NC(=O)CN2C(=O)N/C(=C/c3cc(C)n(-c4ccc(C(=O)O)cc4)c3C)C2=O)cc1 | 9 | 6 | 22 | 0 | 1 | -1.2 | 8 | -11 | 0
21 | Cc1ccc(CNC(=O)CCc2ccc(S(=O)(=O)NCC(C)C)cc2)cc1 | -4 | -8 | 1 | 1 | -2 | -2.4 | 4 | 6 | 6
22 | CCc1nc2ccc(C(=O)N(CC)CC(=O)Nc3c(F)cccc3F)cc2nc1CC | -7 | -23 | -12 | 11 | 7 | -0.1 | 17 | -1 | 8
23 | Cc1cc2nc(CCl)cc(=O)n2[nH]1 | 9 | 3 | -4 | -6 | -5 | 21 | 5 | -9 | 1
24 | CC[n+]1ccc(/C=C/c2ccc(N(C)C)cc2)c2ccccc21 | 0 | -7 | 5 | 3 | -4 | -0.7 | 6 | 3 | 1
25 | CC(=O)c1cccc(NC(=O)CCCNC(=O)c2ccc(Cl)cc2)c1 | 0 | -3 | 0 | 1 | 0 | -1.8 | 13 | 0 | 2
26 | O=C1OC(c2ccc(Cl)cc2)=N/C1=C\C=C\c1ccco1 | 6 | -3 | -2 | 1 | -1 | 0.2 | 8 | 0 | 1
27 | Oc1cccc2c(-c3nn[nH]n3)ccnc12 | -5 | 4 | -1 | 5 | 1 | 1.3 | -2 | 5 | -1
28 | Cc1noc(C)c1NC(=O)N(C)C[C@H]1Oc2ccc(NC(=O)Nc3ccccc3)cc2C(=O)N([C@H](C)CO)C[C@@H]1C | -11 | -7 | -6 | -1 | 0 | -1.9 | 9 | 0 | 1
29 | CC(C)C(NS(=O)(=O)c1c(Cl)cccc1Cl)C(=O)OCC(=O)c1c[nH]c2ccccc12 (stereo unspecified) | -51 | -2 | 10 | -9 | 0 | 7.5 | 8 | -5 | 8
30 | Cc1ccc(NC(=O)Nc2ccc3c(c2)OCO3)c(OC(F)F)c1 | 7 | 0 | 3 | 0 | -4 | 0.0 | 4 | 0 | 3

# One compound at a time, from the list above. Screens in order: CRFBP-R2 block	M4 antag	CHRM5 antagonist	CHRM4 PAM	CHRM5 agonist	CRFBP-R2 agonist	M1 PAM	CHRM5 PAM	CHRM4 agonist
# Record of Cc1ccc(C(OC(=O)c2ccco2)C(=O)NCc2cccs2)cc1 (stereo unspecified) : 27	-7	-2	7	0	-4.1	11	3	2
# Record of O=C(Cc1ccc(Cl)cc1)Nc1ccccn1 : 6	-14	-6	0	0	0.9	4	-1	1

# New compounds follow:
no. | SMILES | CRFBP-R2 block | M4 antag | CHRM5 antagonist | CHRM4 PAM | CHRM5 agonist | CRFBP-R2 agonist | M1 PAM | CHRM5 PAM | CHRM4 agonist
31 | CC1CC(C)CN(S(=O)(=O)c2ccc(NC(=O)[C@@H]3CCCN3C(=O)c3cccs3)cc2)C1 (stereo partly specified) | -4 | 28* | 3 | -6 | -8 | 0.1 | -22 | -22 | -1
32 | CC(C)CNc1nc(Oc2ccc(=O)n(-c3ccccc3)n2)nc(N2CCOCC2)n1 | 21 | -1 | 0 | 13 | 1 | 0.1 | 4 | 6 | 1
33 | COc1ccc(NC(=O)CCS(=O)(=O)c2ccc3nc(C)sc3c2)cc1OC | 6 | 10 | 4 | -3 | 1 | 0.9 | 3 | -10 | 1
34 | Cc1ccc(Cn2c(C)c(C(=O)NCc3ccccc3C(F)(F)F)sc2=O)cc1 | . | 3 | 2 | -8 | -2 | . | -2 | -14 | .
35 | CCC(C)n1c(=S)[nH]c2ccccc2c1=O (stereo unspecified) | -30 | -2 | -13 | -2 | -3 | -0.1 | 5 | -3 | 1
36 | Cc1ccc([N+](=O)[O-])cc1N=C(c1cccc([N+](=O)[O-])c1)N1CCOCC1 | 20 | -1 | 7 | -1 | -12 | -0.8 | 0 | -6 | 0
37 | Cc1nn(-c2ccccc2)c(Cl)c1/C=N/NC(=O)c1ccc(CNc2ccccc2)o1 | 25 | 0 | 2 | 1 | 0 | -2.9 | 1 | -1 | 1
38 | Cc1ccc(CNC(=O)Cc2ccc(NC3=NC4CS(=O)(=O)CC4S3)cc2)cc1 (stereo unspecified) | 0 | 7 | -7 | -3 | 3 | 0.0 | -3 | -4 | 0
39 | Cc1cc(C)n2nc(N)c(N=Nc3cccc(Cl)c3)c2n1 | -2 | -8 | 4 | 0 | 1 | -0.2 | 2 | -1 | 1
40 | CCOc1ccc(OCC)c(NC(=O)c2ccc(CNc3c(N4CCCC4)c(=O)c3=O)cc2)c1 | 6 | 2 | 9 | -1 | -2 | -1.3 | 2 | 2 | -1
41 | CC1=NN(c2ccc(C)cc2)C(=O)/C1=C\C=C\c1ccccc1 | -28 | 0 | -9 | -8 | -1 | 0.3 | 4 | -3 | 0
42 | COC(=O)c1cc(NC(=O)/C=C/c2ccc3c(c2)OCO3)cc(C(=O)OC)c1 | 6 | 36* | 10 | 10 | -1 | -0.2 | 2 | 1 | 5
43 | COc1ccc(CC(=O)OCC(=O)NCCNC(=O)COC(=O)Cc2ccc(OC)cc2)cc1 | 11 | -2 | -7 | 14 | 0 | -1.8 | 11 | 2 | 1
44 | O=C(C[n+]1cc(Br)cc(Br)c1)c1ccccc1 | -5 | -16 | 1 | -9 | -2 | -0.6 | 9 | 3 | 2
45 | O=C(CSC1=NCCS1)N1CCOCC1 | 24 | -1 | 0 | 3 | -1 | -0.7 | 9 | -1 | 0
46 | O=C(NC(=S)Nc1cccnc1Cl)c1ccco1 | -4 | 5 | -1 | 7 | 2 | 0.5 | 9 | 4 | 1
47 | Clc1ccc(CSc2nc3ccncc3[nH]2)cc1 | 11 | -19 | 1 | -1 | 5 | -2.8 | -4 | -5 | 6
48 | Cc1ccc(C(C)C)c(OCC(O)CN2CC(C)OC(C)C2)c1 (stereo unspecified) | 0 | 7 | 5 | -4 | -8 | 0.2 | -1 | -2 | 0
49 | O=C(N/N=C/c1cccnc1)C12CC3CC(CC(C3)C1)C2 | 12 | 7 | 8 | -2 | -1 | -3.2 | 6 | -2 | 0
50 | Cc1cc(=O)oc2cc(OCCSCCN3CCCCC3)ccc12 | 2 | -2 | 3 | -21 | -6 | -0.5 | 7 | -1 | 1
51 | CC(C)NC(=O)c1cnc(N2CCN(c3ccccn3)CC2)c2ccccc12 | -12 | -4 | 9 | -7 | 4 | 0.3 | 11 | -12 | 12

# An excerpt of these results, with values under each structure.
# Each structure is followed by: CRFBP-R2 block, M4 antag, CHRM5 antagonist, CHRM4 PAM, CHRM5 agonist, CRFBP-R2 agonist, M1 PAM, CHRM5 PAM, CHRM4 agonist
45: O=C(CSC1=NCCS1)N1CCOCC1
→ 24, -1, 0, 3, -1, -0.7, 9, -1, 0
46: O=C(NC(=S)Nc1cccnc1Cl)c1ccco1
→ -4, 5, -1, 7, 2, 0.5, 9, 4, 1
47: Clc1ccc(CSc2nc3ccncc3[nH]2)cc1
→ 11, -19, 1, -1, 5, -2.8, -4, -5, 6
48: Cc1ccc(C(C)C)c(OCC(O)CN2CC(C)OC(C)C2)c1 (stereo unspecified)
→ 0, 7, 5, -4, -8, 0.2, -1, -2, 0
49: O=C(N/N=C/c1cccnc1)C12CC3CC(CC(C3)C1)C2
→ 12, 7, 8, -2, -1, -3.2, 6, -2, 0
50: Cc1cc(=O)oc2cc(OCCSCCN3CCCCC3)ccc12
→ 2, -2, 3, -21, -6, -0.5, 7, -1, 1
51: CC(C)NC(=O)c1cnc(N2CCN(c3ccccn3)CC2)c2ccccc12
→ -12, -4, 9, -7, 4, 0.3, 11, -12, 12

# Screening data: PubChem BioAssay, several laboratories
